697 NFkB inh – lowers PMA/ionomycin-induced NF-kB signal in 697 B cells | 697 B-cell NF-kB luciferase reporter, 16 h | inhibition, % at 4 µM | hit rate 0.33% among 330,000 | AID 435022; in the data active = inhibition above about 35%
Jurkat NFkB inh – inhibitors of the PMA/ionomycin-induced NF-kB reporter in Jurkat cells; PMA/ionomycin-induced NF-kB luciferase reporter, luminescence; inhibition, % at 4 µM; hit rate 0.53% among 330,000; AID 435003
Gli-Sufu antag – antagonists of Gli-Sufu signaling; Sufu-KO-LIGHT fibroblasts, Gli luciferase reporter luminescence; AID 588413; hit rate 0.74% among 340,000; inhibition, % at 5 µM;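 active = inhibition above about 55%, limit read from the data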;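 note: 0% = DMSO-treated cells and 100% = wells with medium but no cells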
SENP7 inh – blocks the human protease SENP7. Q9BQF6. recombinant SENP7, Z-RLRGG-aminoluciferin luminescence, 40 min. inhibition, % at 5 µM. hit rate 1.5% among 330,000. AID 434973;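 active = inhibition above about 50% at the single test dose, limit read from the data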;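 note: plate controls were DMSO with enzyme for no effect and no enzyme buffer wells for full effect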
Target sequence (Q9BQF6 706-1050 limits assumed): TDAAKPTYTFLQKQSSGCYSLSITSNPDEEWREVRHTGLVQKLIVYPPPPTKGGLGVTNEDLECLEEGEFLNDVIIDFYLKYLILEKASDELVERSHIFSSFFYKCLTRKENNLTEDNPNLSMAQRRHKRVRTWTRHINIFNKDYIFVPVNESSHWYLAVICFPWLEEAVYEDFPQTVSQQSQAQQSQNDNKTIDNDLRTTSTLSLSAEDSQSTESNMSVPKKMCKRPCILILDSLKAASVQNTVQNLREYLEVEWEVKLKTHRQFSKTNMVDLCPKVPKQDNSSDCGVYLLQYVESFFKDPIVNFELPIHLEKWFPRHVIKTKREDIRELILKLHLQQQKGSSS
UBC13 inh – inhibitors of human UBC13 polyubiquitin chain formation; TR-FRET; inhibition, % at 20 µM; hit rate 0.47% among 330,000; in the data active = inhibition above about 45%, passing the limit was not always enough; inconclusive = no clear call, values can overlap the other calls
Target sequence (P61088 whole entry, looked up): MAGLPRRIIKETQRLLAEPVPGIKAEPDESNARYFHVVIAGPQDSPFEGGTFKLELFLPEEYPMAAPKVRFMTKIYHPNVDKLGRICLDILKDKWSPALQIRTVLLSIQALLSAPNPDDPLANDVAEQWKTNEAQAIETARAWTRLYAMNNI
HKDC1 inh – HKDC1 (human) hexokinase inhibition. Q2TB90. recombinant HKDC1, G6PDH/diaphorase resazurin coupled fluorescence. inhibition, % at 20 µM. hit rate 0.16% among 340,000. AID 493160;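 active = inhibition above about 35% when tested at 20 µM, limit read from the data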;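 note: plate controls were DMSO wells with enzyme for no effect and DMSO wells lacking enzyme for full effect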
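Test system: recombinant HKDC1 (HK5) hexokinase enzyme, produced in-house / Doses: 20 µM test compound, 1% DMSO / Timing: 90 min, room temperature / Detection: G6PDH/diaphorase-coupled fluorescence, 1 mM NADP, 100 µM resazurin, 525/613 nm / Control set: DMSO wells with and without enzyme mix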
Apaf-1 inh – human Apaf-1 inhibition; AID 489030; reconstituted apoptosome caspase-3 activity, DEVD-Rh110 fluorescence; hit rate 0.71% among 330,000; O14727; inhibition, % at 20 µM; active = inhibition of at least 40% at 20 µM;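 note: plate controls were DMSO wells for no effect and DEVD-CHO caspase inhibitor wells for full effect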
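System – cell-free apoptosome with Apaf-1, procaspase-3 and caspase-9 · Buffer or medium – pH 7.5 Hepes buffer with CHAPS, BSA, DTT · Also added – cytochrome c with DEVD-Rh110 · Times – 30 min compound preincubation, 50 min activation, room temperature · Technique – Rh110 fluorescence intensity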
SENP8 inh – SENP8 protease inhibition; Q96LD8; purified SENP8, Z-RLRGG-aminoluciferin cleavage, luminescence; inhibition, % at 10 µM; hit rate 1.2% among 330,000
Target sequence (Q96LD8 whole entry, looked up): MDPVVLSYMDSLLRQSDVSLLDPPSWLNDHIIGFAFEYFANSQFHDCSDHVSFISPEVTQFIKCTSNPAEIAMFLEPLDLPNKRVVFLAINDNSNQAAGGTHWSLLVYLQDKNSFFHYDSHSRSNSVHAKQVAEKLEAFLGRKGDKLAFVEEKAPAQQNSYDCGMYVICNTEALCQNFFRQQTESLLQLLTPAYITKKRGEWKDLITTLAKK
Active calls of the source: *; ? = inconclusive; & = joins results of further samples; ! = a repeat was not active. Cut-off read from the data, not from the text of the source, unless noted: active = inhibition above about 50%; inactive = the rest.

SMILES	697 NFkB inh	Jurkat NFkB inh	Gli-Sufu antag	SENP7 inh	UBC13 inh	HKDC1 inh	Apaf-1 inh	SENP8 inh
O=C(N=c1ccn(-c2nc3ccccc3nc2NS(=O)(=O)c2ccc(Cl)cc2)cc1)c1cccs1	21	-2	5	3	-12	-2	-18	5
CCN(CC)C(=O)C1CCCN(Cc2ccc(N(C)C)cc2)C1 (stereo not given)	20	-5	-7	-3	4	2	-11	0
CCCCCCc1c(O)c2ccccc2[nH]c1=O	26	5	-3	0	6	-1	-4	9
Cc1noc(NC(=O)c2ccccc2C(F)(F)F)c1C#N	11	13	-9	-11	-9	-10	-14	4
Cc1ccc(C)c(S(=O)(=O)N2CCN(C(=O)CCCc3c[nH]c4ccccc34)CC2)c1	-20	16	7	0	-1	7	20	1
CCCCCCCc1c(C#N)c(N)[nH]c(=S)c1C#N	-3	-5	10	1	?	7	-6	6
Cc1n[nH]c(C)c1S(=O)(=O)N1CCCC(C(=O)NC2CCCCC2)C1 (stereo not given)	-5	-8	-7	-4	-6	1	0	-11
O=C(/C=C/c1c(Cl)nc2ccccn12)N1CCN(c2ccc(F)cc2)CC1	-6	13	22	-1	-8	-4	14	1
COc1ccc(C(C(=O)NC2CCCC2)N(C(=O)c2ccoc2C)c2cc(C)cc(C)c2)cc1 (stereo not given)	-4	-1	0	-5	-2	-9	17	2
CCCCOc1ccc(S(=O)(=O)Nc2cccnc2)cc1	-22	-8	10	-5	-6	-5	-7	-11
COc1ccc(C(=O)C2CCCN(C(=O)c3cccnc3SC)C2)c(C)c1 (stereo not given)	-7	-5	5	-10	-2	-6	12	-4
CS(=O)(=O)NNC(=O)c1cc2cc3ccccc3nc2s1	-13	-11	3	8	-12	-5	-5	-5
CC(=O)NC(=S)Nc1ccc(NC(=O)c2cccnc2Cl)cc1	-6	-17	-10	-15	2	0	-23	-4
C[c-]1[c-](C)[c-](C)[c-](C)[c-]1C.[Fe].c1cc2nccc(N3CCCC3)[c-]2c1 (stereo not given)	4&-21	-8&-26	8&-4	0&-3	-54&-28	49*!	33&14	15&8
COc1ccc(CN2CCOC2=O)cc1OC	-7	10	7	1	20	1	-20	4
CCOC(=O)c1c(NC(=O)C2=C(C)NC(=S)NC2c2ccc(F)cc2)sc(C)c1C (stereo not given)	6	6	29	9	0	2	20	-3
COc1ccccc1NC(=O)Cc1noc(CSc2nnc(C)s2)n1	24	0	-1	-3	8	4	-3	5
CCC1(C)Cc2nc3[nH]c(=S)n(-c4ccc(C)cc4)c(=O)c3cc2CO1 (stereo not given)	-2	-5	2	3	10	-18	-7	-4
COc1ccc2c(c1)C(NC(C)=O)C(=O)N2CCc1ccccc1 (stereo not given)	11	-7	-1	-7	8	-5	-5	3
O=C(Cc1c(F)cccc1Cl)c1ccc(O)cc1O	4	-8	-2	-9	0	-8	-7	-5
CC1(c2ccc(Cl)cc2)NC(=O)N(CC(=O)Nc2ccc(N3CCCCC3)cc2)C1=O (stereo not given)	-27	1	-12	-9	8	-8	27	-11
OCCC1CN(Cc2cc(F)ccc2F)CCN1CCCc1ccccc1 (stereo not given)	-23	-3	53	-12	-3	7	4	-16
Cc1ccc2nc(N3CCOCC3)c3nncn3c2c1	-3	-1	-1	10	-11	1	3	-6
Cc1cc(C)n2nc(C(=O)Nc3cc(S(=O)(=O)N4CCCCC4)ccc3C)nc2n1	1	10	2	11	8	0	0	1

Compound profiles, from the list above. Order of screens: 697 NFkB inh, Jurkat NFkB inh, Gli-Sufu antag, SENP7 inh, UBC13 inh, HKDC1 inh, Apaf-1 inh, SENP8 inh
COc1ccc(CN2CCOC2=O)cc1OC as listed: -7, 10, 7, 1, 20, 1, -20, 4
CC(=O)NC(=S)Nc1ccc(NC(=O)c2cccnc2Cl)cc1 as listed: -6, -17, -10, -15, 2, 0, -23, -4

(next part)
SMILES	697 NFkB inh	Jurkat NFkB inh	Gli-Sufu antag	SENP7 inh	UBC13 inh	HKDC1 inh	Apaf-1 inh	SENP8 inh
CCOc1ccc(C(C(=O)NC2CCCC2)N(C(=O)CNC(=O)c2ccco2)c2cccnc2)cc1 (stereo not given)	3	16	9	0	-3	0	-1	4
Cc1cccc(NC(=O)c2ccc(CN3CCN(Cc4ccccc4)CC3)cc2)c1	-31	44	-5	3	20	13	4	1
Cc1nnc(SCC(=O)N/N=C/c2cc(Cl)c(O)c(Cl)c2)s1	18	-6	-1	7	-4	-1	-6	3
CN(CC(=O)Nc1ccc(F)cc1)C(=O)CN1C(=O)NC2(CCCc3ccccc32)C1=O (stereo not given)	4	-13	-7	-2	3	-4	-9	1
Cc1ccccc1N(C(=O)Cn1nnc(-c2cccs2)n1)C(C(=O)NCCC(C)C)c1ccco1 (stereo not given)	11	18	4	3	4	-2	10	7
O=C(Nc1ccccc1)OCN1C(=O)c2ccccc2C1=O	5	-9	-12	-4	-19	-3	1	-10
CCN(CC)CCCN(CC(=O)N(C)Cc1ccccc1)C(=O)c1ccc([N+](=O)[O-])cc1	-2	-17	12	16	0	3	-15	-6
CCOC(=O)N1CCN(C2=NC3(CCCCC3)C(C#N)C(=O)N2)CC1 (stereo not given)	-16	-24	-1	4	-6	-5	-4	-2
COc1cc(CNC(=O)CCn2nc(C)c3c(C)n(-c4ccccc4)nc3c2=O)cc(OC)c1OC	4	17	2	-2	6	-1	-8	-4
O=[N+]([O-])c1cccc(N/N=C/c2cccc3ccccc23)c1	-3	-15	-9	0	6	9	4	1
Cc1ccccc1NS(=O)(=O)c1ccc(C(=O)NCC(c2ccccc2)N(C)C)cc1 (stereo not given)	-12	4	24	-4	3	9	9	5
COc1ccc(CN(Cc2nc3ccccc3c(=O)[nH]2)C(=O)C(C)(C)C)cc1	-13	6	6	-5	-12	6	19	-5

3 compounds from above, sorted by the number in Jurkat NFkB inh, high to low:
structure	697 NFkB inh	Jurkat NFkB inh	SENP7 inh	UBC13 inh	HKDC1 inh
Cc1ccccc1N(C(=O)Cn1nnc(-c2cccs2)n1)C(C(=O)NCCC(C)C)c1ccco1 (stereo not given)	11	18	3	4	-2
COc1cc(CNC(=O)CCn2nc(C)c3c(C)n(-c4ccccc4)nc3c2=O)cc(OC)c1OC	4	17	-2	6	-1
CN(CC(=O)Nc1ccc(F)cc1)C(=O)CN1C(=O)NC2(CCCc3ccccc32)C1=O (stereo not given)	4	-13	-2	3	-4

(further entries)
SMILES	697 NFkB inh	Jurkat NFkB inh	Gli-Sufu antag	SENP7 inh	UBC13 inh	HKDC1 inh	Apaf-1 inh	SENP8 inh
COc1ccc(NC(=O)c2c(Cl)n(C)c3ccccc23)cc1	-181	20	8	14	-7	5	12	-13
CCOC(=O)N=S(=O)(Oc1ccc([N+](=O)[O-])cc1)c1ccc(Cl)cc1 (stereo not given)	15	6	-11	-7	2	7	9	-1
COc1cc(C2/C(=C(\O)c3ccc4c(c3)OCCO4)C(=O)C(=O)N2c2nnc(C)s2)cc(OC)c1OC (stereo not given)	2	10	-6	0	-9	1	-4	4
CN(C)/C(=N\S(=O)(=O)c1ccc(Cl)cc1)c1ccc(F)cc1	13	2	4	-4	8	-4	-19	-3
O=C(COC(=O)C1=COCCO1)Nc1c(F)cccc1F	19	9	-4	-3	6	8	2	-1
O=C(NCC(c1cccs1)N1CCOCC1)c1cn(-c2ccccc2)nc1-c1ccc(Cl)cc1 (stereo not given)	-22	5	10	5	-7	-1	31	-4
CCN(c1cccc(C)c1)S(=O)(=O)c1c(C)[nH]c(C)c1C(=O)N1CCCCC1	-3	0	-36	-1	0	-7	2	-1
COC(=O)Cc1c(C)nc2nc(-c3ccccc3)[nH]n2c1=O	6	2	0	11	-9	-4	3	-9
CC1=C(C(N)=O)S(=O)(=O)c2ccccc21	4	13	5	2	4	0	0	3
CCCC(=O)NC(=S)Nc1ccc(N2CCN(C(=O)c3cccs3)CC2)cc1	4	9	22	-1	1	-2	-12	1
CC(=O)NCCCc1c[nH]c2ccc(Cl)cc12	-89	-8	-10	2	16	4	-1	-4
Cc1nc(NC(=O)CSc2nnc(Cn3nnc4ccccc43)n2C)sc1C	6	2	4	8	11	-6	-2	0

Look-ups from the list:
Jurkat NFkB inh with Cc1nc(NC(=O)CSc2nnc(Cn3nnc4ccccc43)n2C)sc1C → 2
697 NFkB inh with COc1ccc(NC(=O)c2c(Cl)n(C)c3ccccc23)cc1 → -181
Apaf-1 inh with O=C(COC(=O)C1=COCCO1)Nc1c(F)cccc1F → 2
697 NFkB inh with CC(=O)NCCCc1c[nH]c2ccc(Cl)cc12 → -89
Jurkat NFkB inh with CCN(c1cccc(C)c1)S(=O)(=O)c1c(C)[nH]c(C)c1C(=O)N1CCCCC1 → 0
Gli-Sufu antag with COc1cc(C2/C(=C(\O)c3ccc4c(c3)OCCO4)C(=O)C(=O)N2c2nnc(C)s2)cc(OC)c1OC (stereo not given) → -6
Jurkat NFkB inh with COC(=O)Cc1c(C)nc2nc(-c3ccccc3)[nH]n2c1=O → 2

Next part.
SMILES	697 NFkB inh	Jurkat NFkB inh	Gli-Sufu antag	SENP7 inh	UBC13 inh	HKDC1 inh	Apaf-1 inh	SENP8 inh
Cc1cccc(CN2CCN(Cc3cccc(-n4cccn4)c3)CC2CCO)n1 (stereo not given)	8	-3	15	-2	5	-5	-2	-2
COc1ccc(-n2ccnc2SCC(=O)Nc2cc(C)on2)cc1	3	29	1	3	-2	4	2	-4
O=C(Nc1ccc(Cl)cc1C(=O)Nc1ccc(Br)cn1)c1ccco1	23	-10	9	-2	12	0	5	-1
COc1ccc(OC(C)C(=O)N(C)Cc2nc(-c3ccccc3)no2)cc1 (stereo not given)	13	5	11	1	9	-3	9	-4
CCn1c(CNc2ccc(OC)cc2)nnc1SCC(=O)N1CCCc2ccccc21	16	3	8	0	3	10	8	-8
Cc1ccc(OCC(=O)Nc2ccc([N+](=O)[O-])cn2)cc1C	12	7	-8	-4	-1	1	3	-7
CN(C(=O)Nc1cccc(C(F)(F)F)c1)C1CCCCC1	-31	-23	-8	5	-1	-4	-23	0
CCC[C@@H]1CCCO[C@@](C(=O)NCc2ccc(S(C)(=O)=O)cc2)(C(F)(F)F)C1	5	0	-14	-1	-1	2	-1	-10
O=C1c2ccccc2S(=O)(=O)c2cc(C(=O)N3CCN(c4ncccn4)CC3)ccc21	5	2	2	-8	8	2	3	0
O=C(NCC1CCCO1)C(=O)NCC(c1ccco1)N1CCN(c2ccccc2F)CC1 (stereo not given)	-16	-4	1	4	2	-3	-6	3
O=C(COc1ccc2c3c(c(=O)oc2c1)CCCC3)NCCN1CCOCC1	22	-5	-5	2	8	-3	-8	2
CCn1c(C)[n+](CC)c2ccc(C(=O)N(C)c3ccccc3)cc21	19	3	-3	-2	8	-18	-16	-2
O=C1CCCC2=C1C1(CCCCC1)N=C(Nc1nc3ccccc3o1)N2	3	8	14	4	14	8	27	-2
CCCc1cc(=O)oc2c(CN3CCCC3)c(O)ccc12	19	0	-1	0	18	-3	2	2
COc1ccc(C)cc1NC(=O)c1ccc(CN2CCN(c3ccccc3)CC2)cc1	-6	-2	8	-4	12	-5	17	-4

Three entries out of the list, sorted by molecular weight, ascending.
SMILES	697 NFkB inh	Jurkat NFkB inh	Gli-Sufu antag	SENP7 inh	UBC13 inh	HKDC1 inh	Apaf-1 inh	SENP8 inh
CCCc1cc(=O)oc2c(CN3CCCC3)c(O)ccc12	19	0	-1	0	18	-3	2	2
O=C(Nc1ccc(Cl)cc1C(=O)Nc1ccc(Br)cn1)c1ccco1	23	-10	9	-2	12	0	5	-1
O=C1c2ccccc2S(=O)(=O)c2cc(C(=O)N3CCN(c4ncccn4)CC3)ccc21	5	2	2	-8	8	2	3	0

High-throughput results from PubChem.
